# GluA2 TARP mod – modulates AMPAR-stargazin complexes | O88602+P19491 | HEK293 GluA2+stargazin, membrane potential dye (FDSS), glutamate EC50; hits were called plate by plate, in both directions | calls only at 30 µM | hit rate 3.5% among 40,000;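 active means any of four per-well response measures lying three or more SD from its plate-wide compound average, in either direction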
# Target sequence (O88602 whole entry, looked up): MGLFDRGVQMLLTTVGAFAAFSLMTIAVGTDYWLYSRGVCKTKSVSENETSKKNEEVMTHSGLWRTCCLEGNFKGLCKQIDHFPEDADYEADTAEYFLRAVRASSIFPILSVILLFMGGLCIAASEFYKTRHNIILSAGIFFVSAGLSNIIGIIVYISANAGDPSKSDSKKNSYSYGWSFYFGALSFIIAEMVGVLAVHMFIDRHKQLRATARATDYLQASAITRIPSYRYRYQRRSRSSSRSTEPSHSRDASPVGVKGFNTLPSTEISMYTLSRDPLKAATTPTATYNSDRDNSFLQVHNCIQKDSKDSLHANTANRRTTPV
# Target sequence (P19491 whole entry, looked up): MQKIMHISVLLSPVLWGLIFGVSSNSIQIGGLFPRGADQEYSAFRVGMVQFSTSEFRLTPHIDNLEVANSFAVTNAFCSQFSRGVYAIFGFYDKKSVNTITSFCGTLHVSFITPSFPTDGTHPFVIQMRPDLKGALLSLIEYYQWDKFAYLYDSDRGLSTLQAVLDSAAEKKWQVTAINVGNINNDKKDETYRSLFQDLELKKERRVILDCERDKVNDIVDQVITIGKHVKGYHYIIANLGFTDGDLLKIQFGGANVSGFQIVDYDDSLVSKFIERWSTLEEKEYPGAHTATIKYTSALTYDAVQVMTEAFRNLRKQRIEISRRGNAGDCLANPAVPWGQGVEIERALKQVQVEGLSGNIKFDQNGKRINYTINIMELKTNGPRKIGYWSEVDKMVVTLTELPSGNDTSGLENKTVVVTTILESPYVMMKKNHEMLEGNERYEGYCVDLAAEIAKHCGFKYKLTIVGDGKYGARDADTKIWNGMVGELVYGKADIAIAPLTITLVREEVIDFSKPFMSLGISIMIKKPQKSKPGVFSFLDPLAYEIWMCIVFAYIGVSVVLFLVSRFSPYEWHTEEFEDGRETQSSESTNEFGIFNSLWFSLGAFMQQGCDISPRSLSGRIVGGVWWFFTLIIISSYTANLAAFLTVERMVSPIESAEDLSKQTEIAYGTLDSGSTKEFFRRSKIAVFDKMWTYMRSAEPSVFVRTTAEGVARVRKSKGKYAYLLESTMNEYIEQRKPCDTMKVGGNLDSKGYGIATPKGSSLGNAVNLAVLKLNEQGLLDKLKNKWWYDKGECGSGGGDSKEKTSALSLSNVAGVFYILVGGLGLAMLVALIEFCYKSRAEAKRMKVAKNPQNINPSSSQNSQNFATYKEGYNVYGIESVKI
# GluA2 TARP mod agonism max-min – further read-out of GluA2 TARP mod, marked with its call; compound max-min signal; compound-alone response (agonism);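 unitless range of fluorescence divided by baseline over first 100 seconds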
# GluA2 TARP mod glutamate slope – further read-out of GluA2 TARP mod, marked with its call; glutamate slope, % of max; measured here: glutamate response slope, % max;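 scaled per plate between vehicle wells and maximal 1 mM glutamate control wells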
# * marks the source's active call; other numbers are inactive results; i = inactive; + = active, no number; & = joins results of further samples. This is a subset; the hit share may differ from the screen's.
GluA2 TARP mod,GluA2 TARP mod agonism max-min,GluA2 TARP mod glutamate slope,smiles
i,0.16,59,COc1cc(C(=O)Nc2ccc(N3CCCC3=O)cc2)cc(OC)c1OC
i,0.044,48,CCOc1ccc(-n2c(=O)[nH]c3c(C(N)=O)nc(C(CC)CC)nc32)cc1
i,0.099,53,COc1ccc(N2CCN(c3nc4c(c(=O)[nH]c(=O)n4C)n3Cc3ccccc3)CC2)cc1
i,0.064,54,O=C(NC1CCCCC1)c1ccc(=O)n(Cc2ccc(F)cc2)n1
i,0.09,47,O=C(Nc1cccc(C(F)(F)F)c1)N1CCN(c2ccc3nncn3n2)CC1
i,0.13,70,CC(C)C(=O)NCCOc1ccc2nnc(-c3ccccc3)n2n1
i,0.048,63,O=S(=O)(NCC1CCN(C2CCCC2)CC1)c1ccccc1Cl
i,0.059,31,O=[N+]([O-])c1ccc(-c2noc(-c3cc(Cl)ccc3Cl)n2)cc1
i,0.087,63,COC(=O)N1CCC(CNS(=O)(=O)c2ccc3c(c2)CCCC3)CC1
i,0.084,61,CCc1cc2c(NCCO)ncnc2s1
i,0.053,60,Cc1cc(F)ccc1S(=O)(=O)Nc1ccc(N2CCCC2=O)cc1
i,0.096,58,CC(=O)SCC(=O)N=c1sc2cc(F)ccc2n1C
i,0.12,75,CCOC(=O)N1CCc2c(sc(NC(=O)c3cccs3)c2-c2nc3ccccc3s2)C1
i,0.073,57,CSCCC(C)(O)CNC(=O)CCSc1ccccc1 (stereo not drawn)
i,0.054,51,COCC(=O)NCC1CC(=O)N(Cc2ccc(F)cc2)C1 (stereo not drawn)
i,0.051,50,CCOC(CNC(=O)C(=O)Nc1ccc2c(c1)N(C(=O)C(C)C)CCC2)OCC
i,0.041,55,Cc1ccccc1Oc1ccc(S(=O)(=O)N2CCN(C)CC2)cc1
i,0.081&0.044,53&96,NS(=O)(=O)c1ccc(NC(=O)CSc2nnnn2-c2cccc(Cl)c2)cc1
i,0.091,60,COc1cccc(C(=O)NCCS(=O)(=O)NCc2ccc(F)cc2)c1
i,0.069,37,CC(=O)N1CC(C(=O)NCCOc2ccc(F)cc2)C1
i,0.12,59,CCOc1ccc(NC(=O)CN2N=NC3C(=O)N(c4ccc(C)cc4)C(=O)C32)cc1 (stereo not drawn)
i,0.093,56,O=C(CCc1nc2sc3c(c2c(=O)[nH]1)CCCC3)N1CCN(c2cccc(Cl)c2)CC1
i,0.07,42,COc1ccc(-c2ccc(=O)n(CCCC(=O)NCc3ccccc3)n2)cc1OC
i,0.068,60,CC(C)c1ccc(OCC(=O)N2CCN(c3ncnc4c3nnn4C)CC2)cc1
i,0.089,57,COc1ccc(SCCC(=O)Nc2ccc(Br)cc2)cc1

# Taken from the entries so far (6 entries):
GluA2 TARP mod,GluA2 TARP mod agonism max-min,GluA2 TARP mod glutamate slope,smiles
i,0.16,59,COc1cc(C(=O)Nc2ccc(N3CCCC3=O)cc2)cc(OC)c1OC
i,0.044,48,CCOc1ccc(-n2c(=O)[nH]c3c(C(N)=O)nc(C(CC)CC)nc32)cc1
i,0.099,53,COc1ccc(N2CCN(c3nc4c(c(=O)[nH]c(=O)n4C)n3Cc3ccccc3)CC2)cc1
i,0.064,54,O=C(NC1CCCCC1)c1ccc(=O)n(Cc2ccc(F)cc2)n1
i,0.09,47,O=C(Nc1cccc(C(F)(F)F)c1)N1CCN(c2ccc3nncn3n2)CC1
i,0.13,70,CC(C)C(=O)NCCOc1ccc2nnc(-c3ccccc3)n2n1

# 3 structures already listed, sorted by SMILES length, smallest number first.
GluA2 TARP mod,GluA2 TARP mod agonism max-min,GluA2 TARP mod glutamate slope,smiles
i,0.048,63,O=S(=O)(NCC1CCN(C2CCCC2)CC1)c1ccccc1Cl
i,0.091,60,COc1cccc(C(=O)NCCS(=O)(=O)NCc2ccc(F)cc2)c1
i,0.044,48,CCOc1ccc(-n2c(=O)[nH]c3c(C(N)=O)nc(C(CC)CC)nc32)cc1

# (listing goes on)
GluA2 TARP mod,GluA2 TARP mod agonism max-min,GluA2 TARP mod glutamate slope,smiles
i,0.061,28,O=C(Nc1ccc(OC(F)(F)F)cc1)N1CCN(c2ccc3nncn3n2)CC1
i,0.12,51,Cc1c(C(=O)N(C)C2CCS(=O)(=O)C2)nnn1-c1ccc(F)cc1 (stereo not drawn)
i,0.068,59,CSCCC(C)(O)CNC(=O)/C=C/c1cccs1 (stereo not drawn)
i,0.047,51,COc1ccc(NC(=O)c2ccccc2SC)cc1N1CCCCC1=O
i,0.1,54,COCC(C)NC(=O)C(=O)Nc1nccs1 (stereo not drawn)
i,0.11,65,COc1ccc2sc(N(Cc3ccncc3)C(=O)c3ccccc3S(C)(=O)=O)nc2c1
i,0.2,48,O=C(Cc1csc(Nc2cccc(Cl)c2)n1)NCCc1c[nH]c2ccccc12
i,0.074,60,CCC(=O)NCCCn1nc(-c2cccs2)ccc1=O
i,0.11,53,CCOc1ccc(NC(=O)CCc2csc(NS(=O)(=O)c3ccc(F)cc3)n2)cc1
i,0.092,57,COc1nn(C)cc1C(=O)Nc1nn(C)c2c1C(C)CC(=O)N2 (stereo not drawn)
i,0.075,20,O=C(NC(=S)NCC1CCCO1)c1ccccc1[N+](=O)[O-] (stereo not drawn)
+,0.12*,3.5*,COc1nn(C)cc1C(=O)NCC(=O)Nc1ccc(F)c(C(F)(F)F)c1
i,0.052,36,CCOC(=O)CCn1c(=O)c2c(nc3n(-c4ccccc4OC)c(C)cn23)n(C)c1=O
i,0.092,46,O=C(NCc1cccc(F)c1)NC1(c2nc(-c3ccsc3)no2)CCCCC1
i,0.09,33,C=CCn1c(N2CCN(CC(=O)OC)CC2)nc2c1c(=O)[nH]c(=O)n2C
i,0.11,52,COc1ccc(OC)c(NC(=O)c2ccc(N3CCCCS3(=O)=O)cc2)c1
i,0.12,67,Cc1nc(-c2cccc(NC(=O)C3CN(c4nc5c(F)cccc5s4)C3)c2)cs1
i,0.09,46,O=C(Cc1noc2ccccc12)NCc1n[nH]c(=O)c2ccccc12
i,0.051,42,COCc1cnc2c(c1SCC(=O)Nc1ccccc1OC)c(=O)n(C)c(=O)n2C
i,0.13,51,COc1ccc([N+](=O)[O-])cc1NC(=O)Cc1ccc(S(C)(=O)=O)cc1
i,0.13,63,CC(C)Cn1c(-c2ccccc2)cn2c3c(=O)n(C)c(=O)n(C)c3nc12
i,0.03,43,O=C(c1ccc2c(c1)OCCO2)N(CCN1CCOCC1)c1nc2ccc(Cl)cc2s1
i,0.14,63,CCCCOC(=O)C1=C(C)NC(=O)NC1c1cccc(F)c1 (stereo not drawn)
i,0.097,53,NC(=O)c1oc2ccccc2c1NC(=O)C12CC3CC(CC(C3)C1)C2
i,0.12,50,Cc1csc(NC(=O)Cn2nc(-n3nc(C)cc3C)ccc2=O)n1

# Next entries follow.
GluA2 TARP mod,GluA2 TARP mod agonism max-min,GluA2 TARP mod glutamate slope,smiles
i,0.048,42,CCS(=O)(=O)c1ccccc1C(=O)Nc1ccc2ncsc2c1
+,0.41*,71*,Cc1cc(C)c2c(n1)nn1c(NCCN(C)C)cc(C)nc21
i,0.15,61,COc1cccc(N/C=C(\C#N)C(=O)NCc2ccccc2)c1
i,0.094,58,Cc1nnsc1C(=O)NCCn1cnc(-c2ccccc2)cc1=O
i,0.11,54,CC1CCCCN1c1ccc(N2CCN(C(=O)c3ccc(Br)o3)CC2)nn1 (stereo not drawn)
i,0.083,46,COCCNC(=O)c1ccc(NS(=O)(=O)c2ccc(C(C)(C)C)cc2)cc1
i,0.15,64,COc1ccc(NC(=O)c2ccc(S(=O)(=O)N(C)C3CCCC3)cc2)cc1
i,0.052,63,CCc1ccc(N2CC(c3nc4ccccc4n3CC(=O)N3CCOCC3)CC2=O)cc1 (stereo not drawn)
i,0.073,63,Cn1c(=O)n(CCN2CCOCC2)c(=O)c2c1nc1n(-c3ccccc3)c(-c3ccccc3)cn21
i,0.1,78,CN(C(=O)c1cc(N2C(=O)CCS2(=O)=O)ccc1Cl)C1CCS(=O)(=O)C1 (stereo not drawn)
i,0.072,77,O=C(NCCC(c1ccccc1)c1ccccc1)C(=O)Nc1ccc(F)cc1
i,0.11,61,O=C(NCCCn1nc(-c2cccs2)ccc1=O)Nc1ccc(F)cc1
i,0.1,49,COC(=O)c1ccccc1NC(=O)CN1C(=O)c2ccccc2S1(=O)=O
i,0.063,60,O=C(NCC1CCN(C(=O)Nc2ccc(F)cc2)CC1)c1nc2ccccc2s1
i,0.11,54,CCOc1cccc2cc(C(=O)NCCC3=CCCCC3)c(=O)oc12
i,0.073,28,CCOc1ccccc1C1NC(=O)NC(C)=C1C(=O)OC1CCCC(C)C1 (stereo not drawn)
i,0.067,56,Cn1ccnc1N1CCN(C(=O)/C=C\c2ccccc2)CC1
i,0.068,50,CCc1ccccc1N1CCN(C(=O)c2cc(OC)c(OC)c(OC)c2)CC1
i,0.095,55,CC(C)(C)NC(=O)N1CCC(CNS(=O)(=O)/C=C/c2ccccc2)CC1
i,0.074,69,CCc1c(C#N)c(SCCC(=O)Nc2cccc(OC)c2)nc2c1C(=O)CC(C)(C)C2
i,0.1,53,COc1cccc(-c2cc(CC(=O)Nc3nccs3)no2)c1
i,0.027,44,COc1ccccc1C1NC(=S)NC(C)=C1C(=O)Nc1ccccc1F (stereo not drawn)
i,0.13,66,COc1ccc(-c2noc(Cn3ccn4nc(-c5ccc(F)cc5)cc4c3=O)n2)cc1OC
i,0.035,41,CC(C)(C)n1ncc2c(=O)n(NC(=O)c3ccc(Br)o3)cnc21
i,0.032,48,CCc1ccc(NC(=O)Cn2ccn(Cc3ccc(Cl)cc3)c(=O)c2=O)cc1

# (continued)
GluA2 TARP mod,GluA2 TARP mod agonism max-min,GluA2 TARP mod glutamate slope,smiles
+,0.088*,66*,CCC(=O)N(CCC1(c2ccc(OC)cc2)CCOC(C)(C)C1)Cc1ccc(Cl)cc1 (stereo not drawn)
i,0.08,49,O=C(CS(=O)(=O)c1cccs1)NCc1ccco1
i,0.026,48,CC(C)(C)OC(=O)N1CCN(Cc2nc(C3CC3)cs2)CC1
i,0.13,51,Cc1[nH]n2c(=O)c(CCO)c(C(=O)O)nc2c1-c1ccc(Cl)cc1
+,0.14*,39*,Cn1cc(C(=O)N2CCCCCC2)cc(NC(=O)c2ccccc2Cl)c1=O
i,0.11,59,Cc1c(C(=O)NCc2ccc(-c3ccccc3)o2)nnn1-c1ccccc1
i,0.099,62,Cc1cc(C)c(NC(=O)CN2C(=O)c3ccccc3S2(=O)=O)c(C)c1
i,0.072,68,COc1cc2nc(NC(=O)Cc3ccc(S(C)(=O)=O)cc3)sc2cc1OC
i,0.036,36,Cc1nnsc1C(=O)N1CCC(CNC(=O)c2ccc(Cl)s2)CC1
i,0.07,45,CC(C)(C)NC(=O)N1CCC(CNS(=O)(=O)c2cccc(C(F)(F)F)c2)CC1
i,0.062,66,COc1cccc(CNC(=O)C(=O)NCCC2CCCCN2S(=O)(=O)c2ccc(C)cc2)c1 (stereo not drawn)
i,0.07,46,COc1ccc(CN2C(=O)c3cccc4cccc(c34)C2=O)cc1S(=O)(=O)N1CCCCCC1
i,0.073,82,COc1ccc(S(=O)(=O)Nc2ccc3c(c2)CCCN3C(=O)c2ccccc2)cc1
i,0.11,53,COc1cc2ccccc2cc1C(=O)Nc1ccc(Cl)cc1
i,0.088,52,CS(=O)(=O)N1CCCc2cc(NC(=O)c3ccccc3Cl)ccc21
i,0.078,46,Cc1cc2cc(CCNC(=O)c3ccc(S(=O)(=O)N(C)C)cc3)c(=O)[nH]c2cc1C
i,0.091,62,Cc1nc(-n2nc(-c3ccco3)cc2NC(=O)CSCc2ccccc2)[nH]c(=O)c1C
i,0.12,42,CCS(=O)(=O)c1ccc(CC(=O)Nc2nc3ccc(Cl)cc3s2)cc1
i,0.08,68,COc1cccc(C(=O)Nn2cnc3c(cnn3-c3ccccc3)c2=O)c1OC
i,0.088,59,CCc1nc2sc(C(c3ccc(C(F)(F)F)cc3)N3CCN(CC)CC3)c(O)n2n1 (stereo not drawn)
i,0.097,61,Cn1nc(NC(=O)C(C)(C)Oc2ccc(Cl)cc2)c2c1NC(=O)CC2c1ccccc1 (stereo not drawn)
i,0.075,62,COc1cc(C(=O)Nc2cc(C(=O)N3CCC(C)CC3)cn(C)c2=O)cc(OC)c1OC
i,0.096,68,COc1ccc(S(=O)(=O)N2CCCC2CNC(=O)c2cccc(F)c2)cc1 (stereo not drawn)
i,0.11,54,CC(C)c1nc(-c2ccc(N3CCN(C(=O)/C=C\c4ccc5c(c4)OCO5)CC3)nc2)no1
i,0.034,51,COc1ccc(C)cc1S(=O)(=O)NCCOc1ccc(-c2ccccc2)nn1

# Compounds listed so far containing a tert-butyl group:
GluA2 TARP mod,GluA2 TARP mod agonism max-min,GluA2 TARP mod glutamate slope,smiles
i,0.083,46,COCCNC(=O)c1ccc(NS(=O)(=O)c2ccc(C(C)(C)C)cc2)cc1
i,0.095,55,CC(C)(C)NC(=O)N1CCC(CNS(=O)(=O)/C=C/c2ccccc2)CC1
i,0.035,41,CC(C)(C)n1ncc2c(=O)n(NC(=O)c3ccc(Br)o3)cnc21
i,0.026,48,CC(C)(C)OC(=O)N1CCN(Cc2nc(C3CC3)cs2)CC1
i,0.07,45,CC(C)(C)NC(=O)N1CCC(CNS(=O)(=O)c2cccc(C(F)(F)F)c2)CC1

# New compounds follow.
GluA2 TARP mod,GluA2 TARP mod agonism max-min,GluA2 TARP mod glutamate slope,smiles
i,0.12,34,Cc1ccc(C)c(S(=O)(=O)N2CCN(c3ccc(-c4cccnc4)nn3)CC2)c1
i,0.052,42,COCCN1CCC(CNC(=O)c2cccc(OC)c2)CC1
i,0.043,29,O=C(CCn1nc(-c2ccccc2)c2ccccc2c1=O)N1CCOCC1
i,0.053,53,COc1ccc(S(=O)(=O)Nc2ccc(N3CCCCC3=O)cc2)c(OC)c1
i,0.092,63,COc1cc(OC)cc(C(=O)NCC2CCN(c3ncccn3)CC2)c1

# Entries above that contain a cyano group (two):
GluA2 TARP mod,GluA2 TARP mod agonism max-min,GluA2 TARP mod glutamate slope,smiles
i,0.15,61,COc1cccc(N/C=C(\C#N)C(=O)NCc2ccccc2)c1
i,0.074,69,CCc1c(C#N)c(SCCC(=O)Nc2cccc(OC)c2)nc2c1C(=O)CC(C)(C)C2

# Source: PubChem
